NR5A2 inv ag – inverse agonists of human LRH-1 (NR5A2); O00482; HEK293T StAR-luciferase reporter, LRH-1 transfected, 24 h; AID 602396; hit rate 0.13% among 360,000; inhibition, % at 3.6 µM;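 active = inhibition above the mean inhibition of all tested compounds plus 3 SD, cut at about 73% in these data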;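 note: 0% = DMSO wells and 100% = reporter-only cells lacking LRH-1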
MC4R ag barr – agonists of human melanocortin 4 receptor (MC4R) beta-arrestin. P32245. U2OS MC4R beta-arrestin complementation, luminescence; percent of melanotan II response, DMSO zero. activation, % at 8.9 µM. hit rate 0.98% among 360,000. AID 540308;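 active = activation above a per-plate cutoff, the mean activation of sample wells on that plate plus 3 SD, cut at about 8% in these data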
SRC2 inh – human SRC2 (NCOA2) inhibition; hit rate 0.17% among 370,000; inhibition, % at 9 µM; HEK293 GAL4-SRC2 luciferase reporter, luminescence;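 active = inhibition above the mean inhibition of all tested compounds plus 3 SD, set per campaign, cut at about 52% in these data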;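 note: 0% = DMSO treated cells and 100% = cells given Gossypol at 36 µM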
ABHD5 PLIN5 PPI – blocks binding of human ABHD5 to perilipin-5. Split G. princeps luciferase complementation, luminescence, 4 h. hit rate 0.78% among 360,000. inhibition, % at 4 µM. Q00G26+Q8WTS1;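 active = inhibition above the mean inhibition across every tested compound plus 3 SD, cut at about 22% in these data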;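 note: 0% = DMSO only wells and the 100% control is not disclosed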
NCOA1 inh – inhibitors of human steroid receptor coactivator 1 (SRC1) | Q15788 | HEK293 GAL4-SRC1 luciferase reporter, luminescence | inhibition, % at 3.6 µM | hit rate 0.12% among 360,000 | AID 588354;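 active = inhibition above the campaign mean plus 3 SD, with each screening campaign given its own cutoff, cut at about 60% in these data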;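 note: 0% = DMSO treated cells and 100% = gossypol at 36 µM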
Target sequence (Q15788 whole entry, looked up, the tested form may be a part): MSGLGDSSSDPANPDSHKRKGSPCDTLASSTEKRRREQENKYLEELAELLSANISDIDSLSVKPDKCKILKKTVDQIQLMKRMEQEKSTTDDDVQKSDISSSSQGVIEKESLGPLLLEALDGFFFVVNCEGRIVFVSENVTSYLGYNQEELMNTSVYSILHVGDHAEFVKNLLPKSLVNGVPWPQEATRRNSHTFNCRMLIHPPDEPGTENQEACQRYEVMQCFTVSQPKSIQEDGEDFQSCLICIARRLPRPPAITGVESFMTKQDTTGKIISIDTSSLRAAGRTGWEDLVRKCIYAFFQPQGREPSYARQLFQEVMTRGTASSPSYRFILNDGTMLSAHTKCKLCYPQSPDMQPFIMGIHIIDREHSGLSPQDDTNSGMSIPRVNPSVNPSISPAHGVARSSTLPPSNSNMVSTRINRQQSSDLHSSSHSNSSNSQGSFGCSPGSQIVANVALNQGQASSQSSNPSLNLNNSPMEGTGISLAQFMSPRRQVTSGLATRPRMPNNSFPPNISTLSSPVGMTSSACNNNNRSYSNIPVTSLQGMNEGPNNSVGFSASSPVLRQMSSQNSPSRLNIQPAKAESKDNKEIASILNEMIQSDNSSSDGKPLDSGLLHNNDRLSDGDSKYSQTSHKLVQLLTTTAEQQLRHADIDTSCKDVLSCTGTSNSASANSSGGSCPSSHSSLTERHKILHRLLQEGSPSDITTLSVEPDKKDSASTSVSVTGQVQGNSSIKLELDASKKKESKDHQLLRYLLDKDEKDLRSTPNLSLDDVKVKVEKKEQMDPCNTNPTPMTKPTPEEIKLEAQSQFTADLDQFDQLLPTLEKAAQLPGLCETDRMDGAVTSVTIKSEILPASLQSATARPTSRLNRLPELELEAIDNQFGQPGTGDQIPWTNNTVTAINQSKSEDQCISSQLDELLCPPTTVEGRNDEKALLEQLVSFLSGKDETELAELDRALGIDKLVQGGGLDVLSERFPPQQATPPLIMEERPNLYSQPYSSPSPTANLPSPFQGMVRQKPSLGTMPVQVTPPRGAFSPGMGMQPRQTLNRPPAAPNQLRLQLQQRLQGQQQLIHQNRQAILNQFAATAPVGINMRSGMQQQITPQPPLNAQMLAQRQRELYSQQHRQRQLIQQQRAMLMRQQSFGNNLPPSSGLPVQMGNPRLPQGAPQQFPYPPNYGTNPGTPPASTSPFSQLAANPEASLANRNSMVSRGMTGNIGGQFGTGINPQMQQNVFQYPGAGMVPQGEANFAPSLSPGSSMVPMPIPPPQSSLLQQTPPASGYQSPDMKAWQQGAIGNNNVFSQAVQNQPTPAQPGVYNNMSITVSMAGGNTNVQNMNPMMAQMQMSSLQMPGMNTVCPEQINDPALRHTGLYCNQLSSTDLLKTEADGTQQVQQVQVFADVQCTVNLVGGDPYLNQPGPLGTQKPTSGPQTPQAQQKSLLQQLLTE
NCOA3 inh – inhibits human SRC3 coactivator | Q9Y6Q9 | HEK293 GAL4-SRC3 luciferase reporter, luminescence | inhibition, % at 3.6 µM | hit rate 0.17% among 360,000;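 active = inhibition above a per-campaign cutoff, the mean of all compounds plus 3 SD, cut at about 60% in these data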;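 note: 0% = DMSO-treated cells and 100% = gossypol-treated cells at 36 µM; higher means less SRC3-driven luciferase light from the GAL4 reporter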
NOD2 RIPK2 PPI – blocks binding of human NOD2 to RIPK2. O43353. CHO BLA complementation NOD2-RIPK2, CCF4 ratio. inhibition, % at 4.98 µM. hit rate 0.38% among 360,000; in the data active = inhibition above about 21%;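 note: 0% = vehicle only and 100% = reference blocker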
COUP-TFII inh – NR2F2 (human) inhibition, primary screen; P24468; HEK293T NGFI-A luciferase reporter, luminescence; inhibition, % at 8.6 µM; hit rate 0.7% among 370,000; AID 686940;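 active = inhibition above a per-plate cutoff, mean inhibition of test wells between control levels plus 3 SD, cut at about 38% in these data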;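 note: cells cotransfected with COUP-TFII expression vector driving the NGFI-A reporter; 0% = median of COUP-TF2 test wells and 100% = reporter-only cells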
TLR9-MyD88 inh – TLR9-MyD88 interaction inhibition; CHO BLA complementation TLR9-MyD88, CCF4 FRET ratio; inhibition, % at 4.98 µM; hit rate 0.21% among 340,000; AID 504734;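 active = inhibition above the mean over all tested compounds plus 3 SD, cut at about 21% in these data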;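 note: 0% = DMSO only wells and 100% = clavulanate BLA inhibitor control wells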
MC4R antagonist – human MC4R antagonism in cAMP assay. MC4R-expressing cells, MTII-stimulated cAMP, LANCE TR-FRET. P32245. inhibition, % at 6.5 µM. hit rate 0.48% among 360,000;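 active = inhibition above its plate's cutoff, the mean of tested wells on that plate plus 3 SD, cut at about 29% in these data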;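 note: 0% = Melanotan II alone and 100% = Melanotan II plus saturating MCL0020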
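Test system: U2OS cells stably expressing human melanocortin 4 receptor (MC4R); also added: Melanotan II challenge; compound: 6.5 µM single dose; timing: 30-min compound preincubation, 1-h Melanotan II challenge, 1-h detection, room temperature; signal: Eu-cAMP/anti-cAMP TR-FRET, emission 671 nm; repeats: one well per compound, no replicates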
LMP1 NFkB inh – Epstein-Barr LMP1 NF-kappaB reporter inhibition | LMP1-induced NF-kappaB luciferase reporter cells, luminescence | inhibition, % at 12.5 µM | hit rate 0.69% among 350,000; in the data active = inhibition above about 41%;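 note: 0% = neutral control wells and 100% = reference inhibitor control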
Starred values were filed as active, the others as inactive; · = no result given. Some of the compounds tested; rates above refer to the full screens.

SMILES	NR5A2 inv ag	MC4R ag barr	SRC2 inh	ABHD5 PLIN5 PPI	NCOA1 inh	NCOA3 inh	NOD2 RIPK2 PPI	COUP-TFII inh	TLR9-MyD88 inh	MC4R antagonist	LMP1 NFkB inh
COc1nc2ccccc2c(=O)n1OCC(C)C	1.9	0.7	14.0	2.9	2.8	5.9	-11.2	-0.2	4.4	15.6	-1.5
CC(C)Cc1nc(SCC(=O)Nc2ccc(S(N)(=O)=O)cc2)n[nH]1	25.1	-0.2	10.8	4.8	3.6	6.9	-9.2	0.6	4.3	7.4	-1.3
CC(C)C(O)(C#CCN1CCCCC1)c1ccccc1 (configuration not stated)	13.4	-0.3	9.0	-1.3	-4.7	4.4	-6.8	25.6	-12.3	4.8	-4.6
CCOC(=O)c1c(C)[nH]c(C(=O)COC(=O)COc2ccccc2C=O)c1C	-0.3	0.8	20.6	0.9	-9.0	12.8	3.5	-7.5	-2.0	1.1	4.7
COc1ccccc1C1=NOC(Cn2c(NCCOCCO)nc3c2c(=O)n(C)c(=O)n3C)C1 (configuration not stated)	17.7	2.7	17.9	2.5	-10.9	-5.2	-4.5	0.4	·	-2.4	-8.4
O=C(CNC(=O)c1ccccc1Br)N/N=C/c1ccccc1O	-5.0	-1.3	-16.0	0.3	0.9	11.6	-2.3	-1.8	0.7	-3.9	4.7
CON(C)C(=O)CC1(CN(Cc2ccccc2)C(=O)OC(C)(C)C)CCCCC1	5.4	5.6	8.0	-3.6	1.7	21.4	-3.2	34.3	-6.9	4.3	-2.6
O=C(CCCc1c[nH]c2ccccc12)N[C@@H](Cc1c[nH]c2ccccc12)C(=O)O	-23.6	-0.4	-16.6	5.2	1.9	1.8	-7.1	-16.1	-6.7	2.8	-2.1
Cc1cccc(NC(=O)c2ccc(NS(=O)(=O)c3c(C)noc3C)cc2)c1	5.8	-1.6	7.4	1.5	2.0	25.6	-17.8	-8.6	-0.8	8.3	-1.9
Oc1[nH]c2ccccc2c1N=Nc1ccccc1F	-65.9	-0.4	-99.0	-3.5	-75.6	-78.1	8.0	-37.4	9.4	-4.4	-68.0
CC(C)N(C(=S)NCc1ccccc1)c1ccccc1	2.0	1.9	0.5	-2.5	-5.6	10.5	-0.2	-5.6	2.1	23.4	13.9
CCO[C@H]1OC(C(=O)NCc2nc3ccccc3[nH]2)=C[C@@H](c2csc3ccccc23)[C@@H]1CCCO	-12.8	-1.2	2.2	-1.0	-11.7	-7.2	-2.5	-0.5	2.9	6.6	-4.3
COc1ccccc1C(CC(=O)Nc1ccccc1C)c1ccc(OC(C)C)cc1 (configuration not stated)	10.1	-0.2	-0.5	-0.6	-10.1	3.1	0.8	7.0	5.7	6.4	1.8
CCc1ccc(OCCNC(=O)c2ccccc2SCc2ccc(F)cc2)cc1	14.5	-1.4	-13.5	-6.4	-4.6	7.4	-2.3	-3.1	3.5	1.8	2.6
Cc1cc(N2CCN(c3nnnn3-c3ccccc3)CC2)n2ncnc2n1	15.4	0.3	-26.1	-1.9	-12.2	5.6	2.8	-0.6	-0.8	14.4	-3.6
CCOC(=O)c1cc(NC(=O)CCC(=O)O)ccc1N1CCCCC1	9.0	-0.5	-18.3	1.5	-8.2	16.1	8.3	3.9	1.6	3.0	-26.2
CN(C)S(=O)(=O)c1cccc(C(=O)NCC2(N3CCOCC3)CCCCC2)c1	23.7	-0.6	2.9	1.9	-1.1	20.4	-11.6	-9.0	3.9	8.7	0.0
COC(=O)[C@@]1(Sc2ccc(C)cc2)CC(=O)N(c2ccc(Cl)cc2)[C@@H]1c1ccccc1	12.6	·	-67.7	-8.3	·	·	1.6	-2.2	·	·	·
C[C@]12c3[nH]c4cc(-c5ccco5)ccc4c3CCN1C(=O)[C@@H](CC(=O)NCCN1CCOCC1)C[C@@H]2C(=O)N1CCOCC1	-1.3	1.7	-17.2	5.2	-17.3	-7.2	-6.1	-6.4	-3.5	4.6	-3.9
COc1cc(/C=C/C(=O)OCC(=O)Nc2ccccc2Sc2ccc(Cl)cc2)ccc1O	3.7	-0.8	-7.3	-6.3	-14.0	1.8	-2.6	2.2	-4.3	12.6	-2.0
O=C(CN1C(=O)NC2(CCc3ccccc3C2)C1=O)NCc1ccco1 (configuration not stated)	3.4	0.0	-20.3	-0.9	-30.6	13.0	-5.0	9.4	5.0	3.7	1.5
Cc1noc(C)c1CS(=O)(=O)c1ccc(Br)cc1	-6.7	-0.7	25.7	-0.5	6.1	-1.2	-2.6	-4.3	-8.2	-7.6	-6.3
C[C@@H](c1ccccc1)N1C[C@@H](COCc2ccccc2)Oc2cc(N3CC[C@@H](O)C3)ccc2S1(=O)=O	1.7	·	-8.1	0.2	·	·	-9.4	3.0	·	·	·
CN1CCN(C(=O)C(N)Cc2ccccc2)CC1 (configuration not stated)	-0.7	-1.1	-7.0	0.5	-18.3	10.7	1.2	10.7	-4.8	10.4	-3.1
Cc1cccc(C)c1NC(=O)C(c1cccc2ccccc12)n1c(=O)c(-c2ccco2)nc2ccccc21 (configuration not stated)	15.3	·	-51.4	71.4*	·	·	-17.8	2.9	·	·	·
COCc1c(C#N)c(NCCc2ccc(F)cc2)nc(C)c1[N+](=O)[O-]	10.0	-0.8	3.2	-1.8	7.1	18.2	11.9	-2.9	4.6	0.8	-2.9
COc1ccccc1Nc1nc(C)nc2c1oc1ccccc12	16.6	0.2	27.0	-1.9	-1.9	-0.3	5.3	16.8	-7.6	4.6	8.5
Cc1ccc(S(=O)(=O)N2CCC(=O)N([C@H](COCc3ccccc3)Cc3ccccc3)CC2)cc1	11.3	·	1.1	0.6	·	·	-8.2	-7.9	·	·	·
O=C(N/N=C/c1ccccn1)c1[nH]c2ccc([N+](=O)[O-])cc2c1-c1ccccc1	39.5	-3.5	14.9	0.9	-35.3	14.7	-11.6	-10.6	-2.5	13.1	7.1
COCCCn1c(=O)/c(=C\c2cccc(OC)c2OC)s/c1=C(/C#N)C(=O)Nc1ccc(C(=O)O)cc1	7.8	0.2	-1.4	-8.7	-36.2	-10.6	-5.7	9.8	-5.4	28.6*	1.8
COCCCNc1ncnc2ccc(C)cc12	-26.0	-0.2	2.3	4.0	6.8	6.5	-1.1	17.8	-6.5	1.1	-2.3
CCCc1nnc(SCC(=O)N2CCCC(C)C2)n1CCOC (configuration not stated)	-4.1	-2.2	-13.4	1.3	-9.3	28.1	7.3	6.7	-8.3	7.4	-4.0
CSc1nc2ccc(NC(=O)c3c(F)cccc3F)cc2s1	-80.2	-1.6	-42.0	3.6	-69.9	-75.6	3.2	-20.5	-2.2	9.9	-20.7
CCOC(=O)c1nc(Nc2ccc(C(C)=O)cc2)c2ccccc2n1	32.7	-1.3	4.7	-2.5	6.8	-10.2	10.6	-16.3	0.4	4.5	9.8
Cc1nn(-c2ccccc2)c(N)c1C1(O)C(=O)N(C(C)C)c2ccccc21 (configuration not stated)	-14.9	-1.1	-0.1	-4.7	-19.2	8.7	1.6	-10.7	-6.2	11.4	18.9
Nc1nc(OCc2ccccc2)c2[nH]cnc2n1	-2.7	0.3	-1.5	9.8	-42.6	-13.4	-3.2	0.5	4.7	1.2	3.9
O=C(COc1ccccc1)Nc1ccc(S(=O)(=O)Nc2ccccn2)cc1	15.2	-2.9	2.6	-7.5	11.8	17.9	0.2	6.8	7.7	6.6	-2.1
CC(C)c1cccc(C(C)C)c1NC(=O)COC(=O)c1ccc(OCC(=O)Nc2cccc(C(F)(F)F)c2)cc1	-9.7	1.6	5.8	3.7	16.6	0.2	-12.8	0.0	4.4	-1.7	9.6
O=C1CC(C2CCCO2)C(=O)N1Cc1ccccc1 (configuration not stated)	0.6	-0.3	-13.2	-0.9	-0.3	-2.9	-6.6	6.7	15.9	6.3	-2.9
CCN(CC)S(=O)(=O)c1ccc(OC)c(NC(=O)CSc2cc(C)ccc2C)c1	-19.6	-1.0	0.0	0.6	-7.7	-5.8	-4.8	-0.2	4.6	1.1	1.6
Cc1ccc2nnc(Cl)n2n1	-34.0	0.7	9.8	-13.8	-28.5	11.1	-1.1	-16.8	-5.4	4.1	-4.0
CC(C)CC(c1nnnn1Cc1cccs1)N1CCN(c2nc3ccccc3s2)CC1 (configuration not stated)	-15.6	-1.7	4.8	2.4	-3.7	18.7	-5.1	-12.8	11.7	14.4	-2.4
CCn1c(SCC(=O)N2CCCCC2)nc2c([nH]c3ccccc32)c1=O	7.2	-1.4	-9.3	0.6	-16.3	7.7	-12.6	0.2	-0.2	-11.7	-0.9
Cc1ccc(CNC(=O)c2cc(-c3ccccc3)n(Cc3cc(C)no3)n2)cc1	7.2	0.0	-24.1	2.1	-7.7	2.9	9.9	19.8	-12.1	14.9	3.8
Cc1occc1-c1nc(-c2ccccn2)no1	-156.2	-0.3	-55.5	-1.1	-107.1	-49.4	6.1	-53.0	5.7	10.0	13.8
Cc1cc(C)cc(C(=O)NCC(=O)OCC(=O)NC2CCCc3ccccc32)c1 (configuration not stated)	-0.6	-1.1	13.0	4.4	-5.9	2.5	-8.7	17.0	-3.1	8.0	-2.0
O=C(Nc1ccccc1F)c1ccccc1C(=O)Nc1ccccc1F	7.5	-1.4	5.5	6.8	2.3	0.7	-7.9	-0.4	·	4.2	·
O=C(CSc1ncc(C(F)(F)F)cc1Cl)N1CCN(S(=O)(=O)c2ccc3ccccc3c2)CC1	1.7	-1.2	20.8	-1.9	11.0	20.9	-3.7	-1.0	-8.1	5.3	-5.6
Cc1cccc(OCC(=O)O/N=C(\N)c2ccncc2)c1	-18.5	-1.5	-15.7	-0.6	-111.9	-7.2	0.5	-28.8	-1.8	-3.9	0.2
COC(=O)CC1C(=O)NCCN1C(=O)CSc1nnnn1-c1ccc(OC)cc1 (configuration not stated)	3.1	1.2	3.5	6.2	8.1	4.8	1.7	0.0	-1.1	18.0	-0.2

A portion of the results above:
SMILES	NR5A2 inv ag	MC4R ag barr	SRC2 inh	ABHD5 PLIN5 PPI	NCOA1 inh	NCOA3 inh	NOD2 RIPK2 PPI	COUP-TFII inh	TLR9-MyD88 inh	MC4R antagonist	LMP1 NFkB inh
O=C(CSc1ncc(C(F)(F)F)cc1Cl)N1CCN(S(=O)(=O)c2ccc3ccccc3c2)CC1	1.7	-1.2	20.8	-1.9	11.0	20.9	-3.7	-1.0	-8.1	5.3	-5.6
Cc1cccc(OCC(=O)O/N=C(\N)c2ccncc2)c1	-18.5	-1.5	-15.7	-0.6	-111.9	-7.2	0.5	-28.8	-1.8	-3.9	0.2
COC(=O)CC1C(=O)NCCN1C(=O)CSc1nnnn1-c1ccc(OC)cc1 (configuration not stated)	3.1	1.2	3.5	6.2	8.1	4.8	1.7	0.0	-1.1	18.0	-0.2
